# Bioassay records from PubChem.
# Anesthetic bind = candidate novel general anesthetic via apoferritin binding | Potency, µM (series often up to 77.5 µM), without a hit: at the highest dose activity change, negative = displacement, hits mostly inhibitors | P02791 | 0.074% of 350,000 active | apoferritin/1-aminoanthracene competitive binding, fluorescence; note: potency is the fitted concentration of half-maximal effect; % is set by controls: 0 for no effect and ±100 for the full control effect; nearly all actives have a fitted effect of over 20% in size
#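 Read-out: endpoint 1-AMA fluorescence, excitation 380 nm and emission 535 nm, after compounds sit 10 min at room temperature with 10 uM horse-spleen apoferritin in 50% saturated 1-AMA/PBS. Values come from four-parameter Hill fits.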
# LDHA inh = LDHA (human) enzyme inhibition | P00338 | purified LDHA, NADH/diaphorase-resazurin fluorescence; active compounds read low | activity change, % (values are at about 110 or 230 µM) | 0.15% of 480,000 active; in the data active = activity change below about -30%; inconclusive = mostly about -25% to -30%;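 note: plate controls were DMSO wells for no effect and wells without enzyme for full effect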
#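 Human LDH5 (2 nM) was incubated with 0.06 mM NADH and 0.2 mM pyruvate for 5 min at room temperature in Tris pH 7.4. Remaining NADH was coupled through diaphorase/resazurin, and resorufin fluorescence was read at 0 and 20 min.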
# Pol kappa inh = inhibitors of human DNA polymerase kappa. purified Pol kappa, fluorescent DNA synthesis assay, 10 min. Potency, µM (highest dose often 107 µM), for inactives: top-dose activity, negative = inhibition, most hits filed as inhibitors. 0.53% of 400,000 active. AID 588579; note: potency is the fitted concentration of half-maximal effect; % is set by controls: 0 for no effect and ±100 for the full control effect
# Target sequence (Q9UBT6 whole entry, looked up): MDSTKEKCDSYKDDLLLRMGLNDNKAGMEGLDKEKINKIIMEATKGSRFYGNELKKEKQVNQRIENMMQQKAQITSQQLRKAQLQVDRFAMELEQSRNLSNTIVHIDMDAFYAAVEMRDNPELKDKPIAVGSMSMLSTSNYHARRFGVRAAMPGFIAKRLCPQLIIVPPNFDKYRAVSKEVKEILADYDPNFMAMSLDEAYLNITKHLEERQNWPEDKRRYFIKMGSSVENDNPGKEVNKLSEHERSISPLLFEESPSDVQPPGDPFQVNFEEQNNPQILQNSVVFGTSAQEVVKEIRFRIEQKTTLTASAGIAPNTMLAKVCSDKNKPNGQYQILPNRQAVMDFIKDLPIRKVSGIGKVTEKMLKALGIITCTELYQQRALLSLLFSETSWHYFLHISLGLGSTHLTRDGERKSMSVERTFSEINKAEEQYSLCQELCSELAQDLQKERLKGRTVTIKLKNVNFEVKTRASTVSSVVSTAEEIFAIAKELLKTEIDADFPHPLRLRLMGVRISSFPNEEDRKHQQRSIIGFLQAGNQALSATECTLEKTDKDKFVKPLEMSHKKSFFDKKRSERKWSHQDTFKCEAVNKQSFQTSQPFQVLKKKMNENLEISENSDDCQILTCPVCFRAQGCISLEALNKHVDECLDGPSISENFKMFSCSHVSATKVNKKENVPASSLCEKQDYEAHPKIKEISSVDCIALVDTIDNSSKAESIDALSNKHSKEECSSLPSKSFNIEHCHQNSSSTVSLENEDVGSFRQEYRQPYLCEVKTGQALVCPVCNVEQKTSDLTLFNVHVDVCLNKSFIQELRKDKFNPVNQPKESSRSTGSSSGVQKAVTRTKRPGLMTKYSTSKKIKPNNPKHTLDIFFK
#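 Fluorescent qHTS in 1536-well format: enzyme (10 nM) and compound sat 15 min at room temperature before 50 nM substrate (final) was added. Signal taken at 0 and 10 min; no-enzyme buffer wells were negative controls.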
# Pol eta inh = DNA polymerase eta (human) inhibition. Q9Y253. recombinant Pol eta, fluorescent DNA replication assay. Potency, µM (top dose mostly 114 µM), inactives show at the top dose activity change, negative = inhibition, usual class: inhibitors. 1.2% of 390,000 active. AID 588591; note: potency is the fitted concentration of half-maximal effect; % is set by controls: 0 for no effect and ±100 for the full control effect
#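 Pol eta at 10 nM preincubated with compounds 15 min at room temperature; reaction started with fluorescent substrate (50 nM final) and read kinetically at 0 and 10 min.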
# APEX1 inh = blocks human APE1 abasic DNA cleavage | recombinant APE1, TAMRA/BHQ-2 abasic DNA cleavage fluorescence | Potency, µM (highest dose often 65.8 µM), for the others: top-dose activity change, negative = inhibition, most hits filed as inhibitors | 0.35% of 350,000 active;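 note: potency is the fitted concentration of half-maximal effect; plate controls were vehicle for no effect and reference inhibitor for full effect; nearly all actives have a fitted effect of over 55% in size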
#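 Kinetic fluorescence read (525 ex/598 em nm, three reads 60 s apart) of AP-site incision; signal = third minus first read. Enzyme 0.75 nM, dual-labelled THF duplex 50 nM, compound preincubation 15 min RT.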
# ALOX12 inh = blocks human arachidonate 12S-lipoxygenase | P18054 | purified 12hLO, xylenol orange hydroperoxide absorbance | Potency, µM (highest dose often 108 µM), for inactives: at the top dose activity change, negative = inhibition, hits mostly inhibitors | 1.1% of 580,000 active; note: potency is the fitted concentration of half-maximal effect; % is set by controls: 0 for no effect and ±100 for the full control effect
#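 Hydroperoxide product was detected by ferrous iron/xylenol orange as the 573 to 405 nm absorbance ratio. Arachidonic acid at 40 uM (final) was turned over for 30 min at room temperature by 150 nM human 12hLO, pH 7.0 Hepes buffer, after 15 min compound preincubation.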
# ERG Ets-DNA blk = blocks human ERG Ets domain binding to DNA. AID 624246. 0.028% of 370,000 active. fluorescence polarization, His-ERG Ets domain / labelled DNA. Potency, µM (series often up to 76.9 µM), inactives show at the highest dose FP activity, negative = inhibition, hits mostly inhibitors; active = well fitted inhibition curve with a large enough effect in the polarisation, with a control signal flat; inconclusive = small, poorly fitted or top-dose-only effect, or effect the other way, or a change in a side signal; inactive = no such curve, though single readings can be large or run the other way; the % refers to the polarisation;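 note: polarization taken with two DNA probes labelled with fluorescein and Texas red; potency is the fitted concentration of half-maximal effect; % of control where 0% means no effect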
#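 His-tagged ERG Ets domain (1 uM in the protein solution; 300mM KCl, 50mM Tris-HCl, 1mM EDTA, 1mM DTT, pH 7.5) received compound, then a probe mix of 5 nM fluorescein-DNA and 100nM Texas-615-DNA. Fluorescence polarization was read for both dyes.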
# Pol beta inh = DNA polymerase beta (human) inhibition; P06746; Pol beta primer extension/strand displacement, fluorescence kinetic; Potency, µM (doses to about 114 µM), for inactives: top-dose activity change, negative = inhibition, most hits filed as inhibitors; 1.3% of 340,000 active; AID 485314; note: potency is the fitted concentration of half-maximal effect; % is set by controls: 0 for no effect and ±100 for the full control effect
#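 Curves were derived by four-parameter Hill fits of normalized qHTS data. The kinetic fluorescent primer-extension read was taken at 0 and 10 min after 50 nM substrate, following a 15 min room-temperature preincubation of 10 nM enzyme with compounds.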
# RGS4 inh = blocks human RGS4-accelerated GTP hydrolysis; Potency, µM (doses to about 114 µM), inactives show at the highest dose activity change, negative = inhibition, most hits filed as inhibitors; P49798; 0.039% of 390,000 active; Transcreener GDP fluorescence polarization, RGS4-accelerated GTP hydrolysis; AID 504845; note: potency is the fitted concentration of half-maximal effect; % is set by controls: 0 for no effect and ±100 for the full control effect; nearly all actives have a fitted effect of over 75% in size; some results filed as inactive show a strong effect at the top dose
# Target sequence (P49798 whole entry, looked up): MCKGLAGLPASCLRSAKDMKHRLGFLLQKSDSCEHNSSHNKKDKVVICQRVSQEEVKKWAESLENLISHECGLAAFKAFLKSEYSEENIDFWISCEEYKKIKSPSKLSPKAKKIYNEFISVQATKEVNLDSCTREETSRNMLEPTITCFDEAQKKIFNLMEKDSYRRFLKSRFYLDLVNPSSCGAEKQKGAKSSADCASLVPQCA
#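 MLSMR compounds (23 nl, pin-transferred) preincubated 10 min at room temperature with a 500nM (2x) first reagent, then RGS4 at 900nM (2x) plus Transcreener GDP mix added; fluorescence polarization (620/688 nm) read before and after 90 min at 30 °C.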
# * marks the source's active call; other numbers are inactive results; i = inactive; ? = inconclusive; . = no result given; & = joins results of further samples; [ ] = dose if it differs, or a comment. Unless noted, calls come from the whole dose curve; as a rule, active = well fitted curve in the direction sought with a large enough effect; inconclusive = small, poorly fitted or top-dose-only effect, or another doubt; inactive = no such curve, though single readings can be large; an effect the other way counts as inactive or inconclusive. An excerpt, so the mix of outcomes need not match the whole.
SMILES,Anesthetic bind,LDHA inh,Pol kappa inh,Pol eta inh,APEX1 inh,ALOX12 inh,ERG Ets-DNA blk,Pol beta inh,RGS4 inh
COc1ccc(/C=N/NC(=O)C(Cc2c[nH]c3ccccc23)NC(=O)OCC(C)C)cc1[N+](=O)[O-] (centres undefined),?,-4,-2%,-14%,0%,13%,-10%,10%,-16%
Cc1cc(-c2ccc(C)c(S(=O)(=O)NCc3cccs3)c2)on1,0%,-1,-9%,-3%,.,?,-14%,-9%,2%
COc1cccc(CNC(=O)c2cccc(NC(=O)C3=C(C)OCCS3)c2)c1,-17%,-2,-10%,-16%,55%[activator],2%,7%,-2%,20%
O=C(CNC(=O)c1ccco1)Nc1ccc(N2CCCCCC2)cc1,.,1,-23%,-17%,-1%,7%,6%,.,-33%
COc1ccc(C2/C(=C(\O)c3ccc4c(c3)OCCO4)C(=O)C(=O)N2Cc2cccnc2)cc1 (centres undefined),4%,1,11%,-10%,57%[activator],-20%,9%,3%,-17%
CN(C(=O)/C=C/c1ccc(F)cc1)C1CCCCC1,.,-2,-4%,-23%,.,0%,-3%,.,-19%
c1ccc2c(c1)[nH]c1c(N3CCN(C4CCCCC4)CC3)ncnc12,6.3µM*,-5,-8%,-23%,-3%,-15%,-9%,-5%,3%[11.4 µM]
Cc1nn(-c2ccccc2)c(C)c1C(=O)NCCc1ccc(Cl)cc1,-14%,-7,-7%,-19%,-2%,.,-10%,24%,25%
CCN(CC)CC(=O)Nc1ccc2c(c1)N(C(=O)CN(CC)CC)c1ccccc1CC2,-8%,10,-4%,2%,0%,-2%[57.4 µM],.,25%,-9%
Cc1cc(C(F)F)n2ncc(C(=O)NC3CCCCCC3)c2n1,-8%,-3,-3%,-10%,-7%,i,-9%,-2%,-23%
COC(=O)CN1C(=O)[C@H]2[C@@H](/C=C/c3ccccc3)N3C(=O)CN(Cc4ccccc4)C(=O)[C@@]3(C)[C@H]2C1=O,-10%,-5,-19%,-7%,23%,-29%,3%,28%,18%
COc1ccccc1NC(=O)C1=C(C)Nc2nc(SC)nn2C1c1ccccc1Cl (centres undefined),4%,0,-22%,-30%,.,-2%,-1%,-4%,12%
Cc1ccc(N2CCN(C(=O)c3cn(C)c4ccc(S(=O)(=O)N5CCCC5)cc4c3=O)CC2C)cc1 (centres undefined),?,-3,-7%,2%,.,?,1%,-15%,-5%
Cc1cc(NC(=O)CSc2cn(CCNC(=O)c3ccc(Cl)cc3)c3ccccc23)no1,4%,3,-3%,-18%,3%,42%[activator],8%,-26%,-15%
COc1ccccc1C(=O)Nc1ccc(S(=O)(=O)N2CCCCC2c2cccnc2)cc1 (centres undefined),-1%,-4,-23%,-13%,6%,6%,1%,34%[activator],17%[11.4 µM]
c1ccc2cc(OCCCn3ccnc3)ccc2c1,?,-23,-10%,-1%,3%,-8%,-3%,6%,12%
CCOc1ccc(C2CC(=O)c3c([nH]c(C(=O)OC)c3C)C2)cc1OC (centres undefined),-11%,-5,0%,16µM*,5%,0%,-9%,?,-30%
Oc1c(CN2CCCCC2)cc(Br)c2cccnc12,?,13,-2%,-11%,13%,5.6µM*,-8%,59%,?
Cc1cc(SCC(=O)NC(=O)NCc2ccco2)nc2ccccc12,-17%,-6,-5%,-16%,-7%,0%,-8%,0%,-52%
O=c1oc2c(-c3ccc([N+](=O)[O-])cc3)cc(O)cc2s1,3%,10,?,?,3%,40µM*,4%,?,?
CN(C)c1cccc(C(=O)OCC(=O)Nc2ccccc2Sc2ccccc2)c1,181%[activator],-5,-2%[60.1 µM],-7%,-4%,1%,3%,-6%,11%[11.4 µM]
CC(C)CC(C(=O)N1CCOCC1)N1Cc2ccccc2C1=O (centres undefined),-1%,-5,-13%,3%,2%,1%,5%,?,0%
COc1ccc(OC(C)C(=O)NC(C)c2ccccc2)cc1 (centres undefined),6%,-1,21%,-13%,-8%,?,2%,2%,-23%
CC(O)CN=c1cc(-c2ccccc2)oc2ccc(Cl)cc12 (centres undefined),?,-4,-2%,-2%,-5%,426%[activator],-16%,?,-9%
COCCCNC(=S)Nc1ccccc1[N+](=O)[O-],-4%,-4,-8%,-11%,7%,-26%,0%,-24%,-2%

# Reprinted from the part before: five compounds, then new ones.
SMILES,Anesthetic bind,LDHA inh,Pol kappa inh,Pol eta inh,APEX1 inh,ALOX12 inh,ERG Ets-DNA blk,Pol beta inh,RGS4 inh
CN(C)c1cccc(C(=O)OCC(=O)Nc2ccccc2Sc2ccccc2)c1,181%[activator],-5,-2%[60.1 µM],-7%,-4%,1%,3%,-6%,11%[11.4 µM]
CC(C)CC(C(=O)N1CCOCC1)N1Cc2ccccc2C1=O (centres undefined),-1%,-5,-13%,3%,2%,1%,5%,?,0%
COc1ccc(OC(C)C(=O)NC(C)c2ccccc2)cc1 (centres undefined),6%,-1,21%,-13%,-8%,?,2%,2%,-23%
CC(O)CN=c1cc(-c2ccccc2)oc2ccc(Cl)cc12 (centres undefined),?,-4,-2%,-2%,-5%,426%[activator],-16%,?,-9%
COCCCNC(=S)Nc1ccccc1[N+](=O)[O-],-4%,-4,-8%,-11%,7%,-26%,0%,-24%,-2%
CC(C)c1ccc(NC2CCCN(C(=O)c3ccnn3C)C2)cc1 (centres undefined),-12%,0,-8%,-3%,12%,-7%,6%,-1%,4%
CCC(CC)c1nnc(NC(=O)COc2ccc3c(c2)OCO3)s1,?,1,-22%,3%,1%,?,-6%,-2%,-54%
Cc1ccc(S(=O)(=O)NCCC(=O)NNC(=O)COc2ccc(Br)cc2)cc1C,.,-9,0%,-15%,7%,3%,8%,.,12%
COc1ccc(N(CC(=O)NCCSCc2ccco2)S(=O)(=O)c2ccccc2)cc1Cl,-2%,0,-31%,-14%,-14%,-10%,6%,?,-46%
Fc1cccc(F)c1/C=N/Nc1ccccn1,-1%,-5,-9%,8%,-12%,i,-4%,29%,19%
O=C(Cc1ccc(Cl)cc1)NNC(=O)c1ccco1,-14%,-13,2%,10%,1%,446%[activator],-4%,1%,22%
CCOC(=O)NC(=O)/C(C#N)=N\Nc1ccc(Cl)cc1,-22%,-9,0%,-4%,2%,?,-10%,3%,9%
CSc1nc2ncc(C#N)cn2n1,0%,-12,-9%,9%,-2%,5%,7%,9%,26%
COc1ccc(/C=C\c2onc(C)c2S(=O)(=O)N2CCC(C(=O)Nc3cccc(OC)c3)CC2)cc1,129%[activator],-3,-15%,-12%,.,-24%,-1%,5%,26%
CC(NC(=O)CCc1nnc(C2(c3ccc(Cl)cc3)CCC2)o1)C1CC1 (centres undefined),-4%,-3,-2%,-6%,2%,-12%,16%,37%,10%
C#CC1CN(Cc2ccccc2)CC(C#C)N1C (centres undefined),?,-11,-8%,-6%,-5%,?,-2%,13%,-1%[56.9 µM]
CC(C(=O)N1CCN(Cc2ccc3c(c2)OCO3)CC1)c1ccc([N+](=O)[O-])cc1 (centres undefined),-14%,-10,-11%,-23%,-6%,-1%,-2%,-21%,8%
NC(=S)Nc1cccc(F)c1,-5%,-5,-3%,-13%,4%,-14%,14%,-10%,-7%
CC(O)(P(=O)(O)O)P(=O)(O)O,-11%,-5,-15%,-6%,4%,?,5%,.,15%
COc1cc(NC(=O)CN2CCC(C(N)=O)(N3CCCCC3)CC2)c(OC)cc1Cl,-2%,-9,3%,-1%,0%,0%,-10%,7%,14%
O=c1cc(-c2ccccc2)oc2cc(OCc3ccccc3)cc(O)c12,-5%,-5&-5,-7%,-10%,6%,9%&-2%,5%,2%,-12%
COc1ccc(CNC(=O)CCCn2nc(C)c3c(C)n(-c4ccccc4)nc3c2=O)cc1,-10%&-5%,0&-6,-2%&8%,-6%&-3%,2%,-6%&-18%,2%&-4%,10%&-6%,-8%[56.9 µM]
CSc1nsc(NC(=O)OCc2ccc(Cl)cc2)n1,-3%,1,13%,-7%,-10%,9%,7%,6%,3%
Cc1noc(C)c1CSc1ccccc1C(=O)O,-3%,-2,-10%,?,77%[activator],-24%,-8%,-1%,-9%
COc1cc(C(C(=O)NC2CCCC2)N(C(=O)c2snc(C(N)=O)c2N)C2CCCC2)cc(OC)c1OC (centres undefined),-10%,-1,-5%,-21%,15%,19%,8%,14%,-4%
O=C(Nc1ccc(NS(=O)(=O)c2ccccc2)cc1)c1ccc(Cl)cc1,7%,-5,-18%,4%,4%,-27%,9%,11%,13%
Nc1cc(S(=O)(=O)Nc2ccccc2Cl)ccc1N1CCOCC1,-8%,1,-3%,-11%,-3%,-1%,-3%,-3%,14%
Nc1nonc1C(=O)NC(c1ccccc1)c1ccccc1,3%,1,-3%,2%,-1%,-4%,.,23%,-14%
COc1ccc(C(=O)c2c(N)c(C(=O)Nc3cccc(OC)c3)c3ccccn23)cc1,-7%,1,-6%,.,.,-28%,5%,4%,4%
COc1ccc(-c2nnc3ccc(SCC(=O)N4CCOCC4)nn23)cc1,-2%,-7,-4%,1%,8%,17%[57.4 µM],17%,0%,3%
CCn1c2ccccc2c2cc(NC(=O)CSc3nnc(C4CC4)n3Cc3ccco3)ccc21,-17%,-4,-7%,2%,-2%,?,5%,?,-25%
Cc1ccc([N+](=O)[O-])cc1NC(=O)c1ccc(CSc2ccccc2)cc1,-14%,1,-2%,-10%,0%,-14%,.,13%[57.1 µM],-4%
